Bioassay records from PubChem BioAssay.
Pf growth 48h – Primary qHTS for delayed death inhibitors of the malarial parasite plastid, 48 hour incubation; P. falciparum luciferase growth in erythrocytes, 48 h; Potency, µM (titrated, usually from 28.7 µM), inactives show at the highest dose activity change, negative = inhibition, usual class: inhibitors; 5.9% of 310,000 active; AID 504832, 2011; note: potency is the fitted concentration of half-maximal effect; % is set by controls: 0 for no effect and ±100 for the full control effect
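Erythrocytes infected with P. falciparum carrying an integrated firefly luciferase reporter (2% hematocrit, 0.1% parasitemia final) were exposed to compounds in RPMI 1640 with 0.5% Albumax at 37 C, 5% CO2. Growth inhibition was scored as reduced luminescence.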
LmPK inhibitor – qHTS Assay for Inhibitors of Leishmania Mexicana Pyruvate Kinase (LmPK); Q27686; purified LmPK, Kinase-Glo ATP luminescence, 1 h; Potency, µM (highest dose often 57.5 µM), inactives show at the top dose activity change, negative = inhibition, actives largely listed as inhibitors; 0.37% of 290,000 active; note: potency is the fitted concentration of half-maximal effect; % is set by controls: 0 for no effect and ±100 for the full control effect
Target sequence (Q27686 whole entry, looked up): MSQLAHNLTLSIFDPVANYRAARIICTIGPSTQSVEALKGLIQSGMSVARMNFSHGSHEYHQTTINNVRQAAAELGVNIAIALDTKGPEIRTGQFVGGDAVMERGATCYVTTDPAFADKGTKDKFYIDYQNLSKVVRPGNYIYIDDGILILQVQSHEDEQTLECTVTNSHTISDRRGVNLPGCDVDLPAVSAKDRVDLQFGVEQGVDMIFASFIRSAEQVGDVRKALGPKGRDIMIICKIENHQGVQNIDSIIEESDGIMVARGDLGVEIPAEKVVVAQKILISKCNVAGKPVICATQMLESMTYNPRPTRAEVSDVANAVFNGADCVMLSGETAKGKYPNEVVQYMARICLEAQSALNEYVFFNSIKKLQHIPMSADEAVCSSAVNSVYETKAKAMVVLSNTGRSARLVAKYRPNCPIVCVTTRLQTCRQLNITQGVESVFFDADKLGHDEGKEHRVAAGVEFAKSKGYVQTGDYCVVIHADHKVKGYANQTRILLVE
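qHTS format; LmPK 0.1 nM; substrates PEP 0.5 mM and ADP 0.1 mM. One-hour room-temperature incubation, then coupled luciferase luminescence; 0.5 nM enzyme wells mark activation.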
AMA1-RON2 inh – qHTS for Inhibitors of AMA1-RON; Towards Development of Antimalarial Drug Lead: Primary Screen; Potency, µM (titrated, usually from 58.2 µM), for inactives: top-dose activity change, negative = inhibition, most hits filed as inhibitors; AlphaScreen AMA1-biotinylated RON2 peptide binding; 0.2% of 360,000 active;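 note: potency is the fitted concentration of half-maximal effect; 0% = vehicle wells and -100% = peptide control; nearly all actives have a fitted effect of over 45% in size; some results filed as inactive show a strong effect at the top dose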
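AMA1 (3D7) with his tag at 25 nM final met compounds first, then biotinylated RON2 peptide at 25 nM; detection used donor plus acceptor beads, 10 µg/mL apiece, read by AlphaScreen after 30 min at room temperature.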
Shiga toxin inh – A qHTS for Small Molecule Inhibitors of Shiga Toxin | Vero cells, Shiga toxin protein synthesis inhibition reporter | inhibition, % at 38.7 µM | 9.2% of 290,000 active; in the data active = inhibition mostly above about 28%, no sharp cut-off; inactive = mostly below about 43%; note: 0% is about no effect
CHX counter – Cycloheximide Counterscreen for Small Molecule Inhibitors of Shiga Toxin; max response, %; 12% of 300,000 active; cell reporter, cycloheximide protein synthesis inhibition counterscreen; in the data active = max response mostly above about 13%, no sharp cut-off; inactive = mostly below about 14%; note: read at 38.3 µM for the half of the compounds with a filed dose; 0% is about no effect
Pf growth 96h – Primary qHTS for delayed death inhibitors of the malarial parasite plastid, 96 hour incubation | 6.9% of 320,000 active | AID 504834, 2011 | P. falciparum luciferase reporter growth, 96 h | Potency, µM (highest dose often 28.7 µM), inactives show top-dose activity change, negative = inhibition, most hits filed as inhibitors; note: potency is the fitted concentration of half-maximal effect; % is set by controls: 0 for no effect and ±100 for the full control effect
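Plates of compound plus infected erythrocytes (2% hematocrit, 0.05% parasitemia final) incubate 96 hours, 37 C, 5% CO2. Detection reagent added; reduced luminescence from the parasites' luciferase reporter flags inhibition.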
TbPYK inhibitor – qHTS of Trypanosoma Brucei Inhibitors | pyruvate kinase (Trypanosoma brucei), Q57TT1 | TbPYK enzyme, Kinase-Glo Plus ATP luminescence, 45 min | Potency, µM (highest dose often 76.8 µM), for inactives: top-dose activity, negative = inhibition, actives largely listed as inhibitors | 0.12% of 410,000 active | AID 624173, 2012; note: potency is the fitted concentration of half-maximal effect; % is set by controls: 0 for no effect and ±100 for the full control effect; nearly all actives have a fitted effect of over 50% in size
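Enzyme and substrate buffer are dispensed first and compound is pin-transferred. ADP at 130 uM final then starts the reaction, which runs 45 min at room temperature. Detection reagent is added for 10 min before luminescence is imaged.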
Starred values were filed as active, the others as inactive; ? = inconclusive; . = no result given; ! = a repeat was not active; [ ] = remark or other dose. Unless noted, calls come from the whole dose curve; as a rule, active = well fitted curve in the direction sought with a large enough effect; inconclusive = small, poorly fitted or top-dose-only effect, or another doubt; inactive = no such curve, though single readings can be large; an effect the other way counts as inactive or inconclusive.

1	O=C(Cn1ncc2c([nH]c3ccccc32)c1=O)NCCc1ccccc1
2	COC(=O)c1[nH]c(=O)c2ccccc2c1OCc1ccccc1
3	COc1ccccc1NC(=O)c1cc(N2C(=O)C3C4CCC(C4)C3C2=O)ccc1Cl (centres undefined)
4	CC(C)NC(=O)C1=NN(c2ccccc2)C(=O)CC1
5	COc1ccc(OC)c(NC(=O)CN(C)S(=O)(=O)c2ccc3nc(C)sc3c2)c1
6	Cc1cccc(C)c1Nc1nnc(SC(C)C(=O)Nc2c(C)n(C)n(-c3ccccc3)c2=O)s1 (centres undefined)
7	O=C(COc1cc(Cl)c(Cl)cc1Cl)NCCN1CCOCC1
8	O=[N+]([O-])c1cccc(N(CC2CO2)S(=O)(=O)c2ccccc2)c1 (centres undefined)

Compound,1,2,3,4,5,6,7,8
Pf growth 48h,0%,11%,?,22%,-17%,-8%,5%,5%
LmPK inhibitor,4%,-8%,1%,0%,8%,0%,2%,-1%
AMA1-RON2 inh,0%,0%,-7%,16%,-17%,3%,21%,-5%
Shiga toxin inh,-6,-10,-3,19,-10,10,12,-5
CHX counter,9,-5,21,-2,-2,-3,-4,-3
Pf growth 96h,-14%,21%,?,11%,90%[activator],?,.,-10%
TbPYK inhibitor,-2%,-10%,1%,1%,-1%,-15%,3%,-2%

9	CCOC(=O)C1CCCCN1Cc1ccccc1C(F)(F)F (centres undefined)
10	OCCC1CN(Cc2ccc3nonc3c2)CCN1Cc1ccsc1 (centres undefined)
11	Cc1ccc(C(=O)n2c(-c3ccccc3)cnc2SCC(=O)Nc2ccc(C)cc2C)cc1
12	Oc1ccc(COCc2ccccc2)c2cccnc12
13	O=C1NN(c2ccc(Cl)c(Cl)c2)C(=O)/C1=C/c1ccc(-c2ccccc2C(=O)O)o1
14	CC(C)(O)C#Cc1ccc(C(=O)NCCC(=O)O)s1
15	CCOC(=O)CSc1nc2cc(S(=O)(=O)Nc3ccccc3OC)ccc2o1
16	CC(C)(C)c1cc(N2CCOCC2)n2ncc(-c3ccc(Cl)cc3)c2n1

Compound,9,10,11,12,13,14,15,16
Pf growth 48h,15%,18%,32%[activator],3.3µM*,30%,22%[5.75 µM],2%,?
LmPK inhibitor,-13%,-1%,-2%,-8%,0%,1%,8%,4%
AMA1-RON2 inh,-17%,5%,-27%,?,-6%,-2%,-2%,22%
Shiga toxin inh,-16,-5,48*,147*,-3,13,-12,24
CHX counter,-1,-1,-2,68*,1,-4,-4,31*
Pf growth 96h,28%,0%,14%,4.1µM*!,341%[activator],24%,.,?
TbPYK inhibitor,-1%,0%,0%,-8%,2%,-2%,3%,2%

17	CCOC(=O)CC1C(=O)NCCN1S(=O)(=O)c1ccc(Cl)c(Cl)c1 (centres undefined)
18	CC(NC(=O)CCc1nnc(-c2ccccc2)o1)c1ccccc1 (centres undefined)
19	Cc1ccc(OCC(=O)NC2=NCCS2)cc1
20	CCC(C)(C)n1nnnc1C(c1ccccn1)N1CCCCC1 (centres undefined)
21	COc1ccc2c(-c3ccccc3)cc(=S)[nH]c2c1
22	COc1cc(C)nc(N2CCC(C(=O)NCC3CCCO3)CC2)n1 (centres undefined)
23	CCC(C)[C@H](NC(=O)c1cn(CC)c2cc3c(cc2c1=O)OCO3)C(=O)NCCCn1ccnc1 (some centres undefined)
24	O=C1CC(N(O)c2ccccc2)C(=O)N1c1ccc(Cl)c(Cl)c1 (centres undefined)

Compound,17,18,19,20,21,22,23,24
Pf growth 48h,-14%,0%,66%[activator],-12%,?,-29%,?,11%
LmPK inhibitor,-8%,-4%,-20%,0%,0%,.,2%,-1%
AMA1-RON2 inh,-12%,2%,?,14%,81%[activator],8%,11%,7%
Shiga toxin inh,-9,124*,8,-3,-2,.,-8,18
CHX counter,-3,35*,25*,0,6,.,-2,10*
Pf growth 96h,26%,?,-1%,-2%,?,?,-22%,31%[activator]
TbPYK inhibitor,-2%,4%,-5%,-1%,1%,-16%,2%,3%

25	CCCNC(=O)Cn1cnc([N+](=O)[O-])n1
26	CCC(Sc1nc2n[nH]c(C)c2c(=N)n1-c1cc(Cl)ccc1C)C(=O)N1CCOCC1 (centres undefined)
27	COc1cccc(N/N=C/c2cccc(Br)c2O)c1
28	Cc1ccc(C)c(SCC(=O)Nc2ccc(S(=O)(=O)Nc3ncccn3)cc2)c1
29	Cc1ccc(-c2nc(-c3ccccn3)no2)cc1
30	Cc1c(Cl)cccc1NC(=S)NCC(O)c1ccccc1 (centres undefined)
31	CCOC(=O)N1CCC(NC(=O)C2CCN(S(=O)(=O)N3CCC(C)CC3)CC2)CC1
32	COc1ccc(CNC(=O)C2CCN(C(=O)c3sccc3-n3cccc3)CC2)cc1

Compound,25,26,27,28,29,30,31,32
Pf growth 48h,0%,?,97%[activator],-7%,1%,-13%,-4%,11%
LmPK inhibitor,1%,-1%,-6%,-2%,2.8µM*,0%,3%,0%
AMA1-RON2 inh,-21%,20%,20%,9%,22%,-3%,-8%,4%
Shiga toxin inh,-15,-3,88*,-6,-11,8,19,-11
CHX counter,-4,-1,30*,-3,-10,8,1,-3
Pf growth 96h,33%[activator],?,49%[activator],20%,.,0%,12%,-10%
TbPYK inhibitor,-4%,-6%,0%,-5%,?,-5%,-1%,0%

33	O=C(COC(=O)c1cccc(Cl)c1)NCCN1C(=O)CSC1=O
34	CC(C)(C)c1ccc(C(=O)Nc2ccccc2NC(=O)c2ccco2)cc1
35	Cc1ccc(OCC(=O)N2CCN(S(C)(=O)=O)CC2)cc1
36	COc1ccc(CNc2ccc3c(c2)ncn3C)cc1OC
37	O=C(Cn1nnc2ccccc21)NC1CCCCC1
38	O=S(=O)(Nc1cccc(-n2cnnn2)c1)c1ccc(Cl)nc1
39	Cc1ccc2nsnc2c1NC(=O)c1ccc([N+](=O)[O-])o1
40	CC(=O)OC1N=C(c2ccccc2)c2cc(C)ccc2NC1=O (centres undefined)

Compound,33,34,35,36,37,38,39,40
Pf growth 48h,17%,?,?,1%,.,5%,?,3%
LmPK inhibitor,1%,2%,-1%,-5%,12%,11%,1%,4%
AMA1-RON2 inh,-8%,-10%,-16%,18%,13%,8%,-4%,-1%
Shiga toxin inh,17,29*,8,-6,-2,45,2,-40
CHX counter,-2,20*,5,-1,6,-2,-2,-1
Pf growth 96h,16%,2%,0%,14%,.,26%,7%,38%[activator]
TbPYK inhibitor,6%,-15%,3%,-5%,-7%,8%,-8%,6%

41	CC(C(=O)N1CCCCC1)N(C)CC(=O)Nc1cccc(F)c1 (centres undefined)
42	CCCc1cc(C(=O)Nc2cccc([N+](=O)[O-])c2)cs1
43	O=C(N/N=C/c1ccncc1)C1CC1C(=O)N/N=C/c1ccncc1 (centres undefined)
44	CC(C)C(NS(=O)(=O)c1ccc2c(c1)oc(=O)n2C)C(=O)N1CCN(c2ccccc2F)CC1 (centres undefined)
45	Cc1ccc(Oc2ccc(S(=O)(=O)N3CCOCC3)cc2C(N)=O)cc1C
46	COc1ccc(CCNC(=O)c2c[nH]c3ccccc3c2=O)cc1OC
47	COc1ccc(OC)c(NS(=O)(=O)c2c(C)nc3sccn3c2=O)c1
48	O=C(COc1ccc(F)cc1)OCCN1CCOCC1

Compound,41,42,43,44,45,46,47,48
Pf growth 48h,3%,65%[activator],-6%,.,?,?,-15%,.
LmPK inhibitor,.,-4%,-4%,14%,-4%,2%,-4%,-3%
AMA1-RON2 inh,-25%,0%,10%[2.32 µM],-2%,-26%,15%,-1%,5%
Shiga toxin inh,.,104*,-6,-12,2,-4,-4,-21
CHX counter,.,65*,5,-2,-3,4,-4,-1
Pf growth 96h,-7%,33%[activator],55%[activator],-3%,10%,-25%,26%,15%
TbPYK inhibitor,-9%,0%,-2%,-5%,-2%,4%,-5%,0%

49	CC(=O)OCC(=O)[C@@]1(O)CC[C@H]2[C@@H]3CCC4=CC(=O)C=C[C@]4(C)[C@H]3C(=O)C[C@@]21C
50	Cc1ccc(NC(=O)CCC(=O)N/N=C/c2cccnc2)cc1
51	CCc1cccc(CC)c1NC(=O)COC(=O)CC1c2ccccc2CCN1S(=O)(=O)c1ccc(F)cc1 (centres undefined)
52	CCc1cc(=O)oc2cc(C)cc(OCC(=O)NC(Cc3c[nH]c4ccc(O)cc34)C(=O)O)c12 (centres undefined)
53	Cc1ccc(C2=N/C(=C/c3cccs3)C(=O)N2Nc2ccccc2)cc1
54	CCn1cc(S(=O)(=O)CC(=O)N2CCc3ccccc32)c2ccccc21
55	CC(=NCc1ccc2c(c1)OCO2)c1c(O)n(C)c(=O)n(C)c1=O

Compound,49,50,51,52,53,54,55
Pf growth 48h,0%,12%,?,-9%,?,-18%,15%
LmPK inhibitor,-6%,-1%,1%,-1%,7%,4%,-4%
AMA1-RON2 inh,3%,2%,-4%,-6%,-22%,-6%,-10%
Shiga toxin inh,-6,19,-5,-7,22,-5,-9
CHX counter,-4,-4,2,-1,9,-4,-3
Pf growth 96h,-24%,3.7µM*,?,-25%,.,8%,24%
TbPYK inhibitor,1%,3%,1%,4%,-4%,-5%,4%
